Screening results (PubChem)
EWS-Fli block: inhibitors of EWS/Fli oncoprotein transcriptional activity; AID 651661; A673 NR0B1-luciferase reporter, viability-normalised; inhibition, % at 12.6 µM; 350,000 tested, 0.67% active;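 active = mean inhibition of at least 50% after viability correction, with every replicate also passing that limit; inconclusive = mean reaches 50% but only one of two replicates passes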;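 also: firefly luciferase signal divided by Alamar Blue viability fluorescence both relative to DMSO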
LGR2 antag: Drosophila LGR2 receptor signaling inhibition | HEK293 LGR2, CRE-luciferase, bursicon-stimulated, 4 h | inhibition, % at 9.99 µM | 380,000 tested, 0.35% active;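 active = drop in luminescence signal, shown as inhibition above about 50% in the replicate tests, limit read from the data, passing the limit was not always enough; inconclusive = probably only some replicates passing the limit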;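 also: agonist challenge used bursicon conditioned medium at about half maximal strength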
SIRT5 block: blocks human SIRT5 desuccinylation of peptide; Purified SirT5, succinyl-peptide AMC, trypsin-coupled fluorescence; inhibition, % at 15 µM; 330,000 tested, 1.1% active; in the data active = inhibition above about 15%; inconclusive = no clear call, values can overlap the other calls
Target sequence (Q9NXA8 whole entry, looked up): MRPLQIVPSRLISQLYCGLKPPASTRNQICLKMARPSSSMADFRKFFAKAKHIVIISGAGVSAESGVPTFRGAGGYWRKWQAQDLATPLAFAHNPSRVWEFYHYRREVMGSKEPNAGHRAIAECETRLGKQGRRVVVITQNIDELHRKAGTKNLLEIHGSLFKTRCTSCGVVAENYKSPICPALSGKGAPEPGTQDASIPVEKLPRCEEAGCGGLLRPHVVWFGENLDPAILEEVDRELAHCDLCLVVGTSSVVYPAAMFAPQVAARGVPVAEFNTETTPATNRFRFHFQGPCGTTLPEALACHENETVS
PAX8 inh HTS: inhibitors of PAX8 transcriptional activity in RMG-I cells; RMG-I TPO-luciferase reporter, SteadyGlo, 24 h; inhibition, % at 12.6 µM; 360,000 tested, 1.2% active; AID 652154;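 active = mean replicate inhibition at least 60% with every replicate also reaching 60%; inconclusive = only one of the two criteria is met; inactive = mean below 60% and not all replicates reaching 60%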;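 also: luciferase light reporting Pax8 driven TPO promoter activity; plate controls were median of neutral control wells for no effect and mitoxantrone controls for full effect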
ARNT TACC3 PPI: ARNT/TACC3 interaction disruption | Q9Y6A5 | AlphaScreen His-ARNT PAS-B/GST-TACC3 binding, luminescence; TACC3 fragment carries E629A point mutation | inhibition, % at 9.99 µM | 390,000 tested, 0.66% active | AID 623870;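 active = mean inhibition of replicates at least 50% and at least half of replicates each reaching 50%; inconclusive = half or more replicates reach 50% but mean below 50%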;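 also: 0% = complete ARNT plus TACC3 wells and 100% = ARNT alone without TACC3; many hits fall short of the cut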
DENV2 CPE rescue: protects cells from dengue virus 2 cytopathic effect; CPE inhibition, % at 9.99 µM; 350,000 tested, 1.7% active; DENV2-infected cells, cytopathic effect rescue, plate reader; in the data active = CPE inhibition above about 20%, passing the limit was not always enough; inconclusive = no clear call, values can overlap the other calls; tested in BHK-21 cells;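 also: 0% = median of neutral control wells and 100% = median of positive control wells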
CASP6 VEID inh: blocks human caspase-6 cleavage activity | 350,000 tested, 0.53% active | AID 686996 | inhibition, % at 12.5 µM | P55212 | purified caspase-6, Z-VEID-R110 cleavage fluorescence;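 active = mean inhibition across replicates at least about 35%, with every replicate also reaching that limit, limit read from the data; inconclusive = only one of the two criteria met; inactive = neither criterion met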;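 also: 0% = median of neutral control wells and 100% = no fluorescence left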
Target sequence (P55212 24-179 limits assumed): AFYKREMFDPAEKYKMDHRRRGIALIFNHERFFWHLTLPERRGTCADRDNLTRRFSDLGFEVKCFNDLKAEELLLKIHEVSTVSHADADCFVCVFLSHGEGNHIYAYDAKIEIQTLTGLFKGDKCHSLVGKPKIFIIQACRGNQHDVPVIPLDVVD
Target sequence (P55212 194-293 limits assumed): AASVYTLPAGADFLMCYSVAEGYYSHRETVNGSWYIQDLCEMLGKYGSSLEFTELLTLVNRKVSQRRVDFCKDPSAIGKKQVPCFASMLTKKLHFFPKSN
* = called active by the depositor; u = inconclusive; x = no result given. Compounds as they come; about 4.9% have a hit in one of these screens.

SMILES	EWS-Fli block	LGR2 antag	SIRT5 block	PAX8 inh HTS	ARNT TACC3 PPI	DENV2 CPE rescue	CASP6 VEID inh
CCS(=O)(=O)N1CCCCN2[C@H](C1)[C@H](c1ccc(-c3ccc(C#N)cc3)cc1)[C@@H]2CO	14	15	5	18	-2	2	2
Cc1nn(-c2ccc(F)cc2)c(Cl)c1/C=C1\C(=O)Nc2ccccc21	48	-14	x	20	-2	-3	-2
O=C(C[C@H]1CC[C@@H](NC(=O)c2cccnc2)[C@@H](CO)O1)NCc1ccc(Cl)c(Cl)c1	0	1	2	-9	23	-2	1
CC1=NOC(=O)/C1=C\c1ccc2c(c1)OCO2	19	0	3	9	-2	-3	0
O=C(NN1C(=O)c2ccccc2NC1c1ccoc1)c1ccccc1 (stereo not given)	-27	-3	-4	-5	-5	2	3
Cc1c(Nc2nc(-c3cccc([N+](=O)[O-])c3)cs2)c(=O)n(-c2ccccc2)n1C	4	8	0	3	-5	6	4
COC(=O)C[C@@H]1C[C@@H]2c3cc(NC(=O)C4CCOCC4)ccc3O[C@@H]2[C@@H](CO)O1	1	12	3	-13	1	-1	16
COc1ccc(N(CC(=O)NC(C)c2ccccc2)S(=O)(=O)c2ccc(C)cc2)cc1 (stereo not given)	6	-4	-6	-11	-34	5	0
N#Cc1ccc2nc(-c3ccc(CN4CCC(n5cc(-c6ccccc6)[nH]c5=O)CC4)cc3)c(-c3ccccc3)nc2c1	19	0	x	32	x	-1	-4
C[C@@H]1CN([C@H](C)CO)C(=O)c2cc(NS(=O)(=O)c3ccc(F)cc3)ccc2O[C@@H](C)CCCCO[C@@H]1CN(C)S(=O)(=O)c1ccc(F)cc1	7	11	x	48	3	-4	x
C[C@@H]1CCCCO[C@H](CN(C)S(=O)(=O)c2ccc(Cl)cc2)[C@H](C)CN([C@@H](C)CO)C(=O)c2cc(NC(=O)CCCN(C)C)ccc2O1	-6	-14	-3	22	2	-1	-24
COc1ccc2nc(N(CCN(C)C)C(=O)/C=C/c3cccs3)sc2c1	14	26	0	9	3	0	0
Cc1ccc(SC(C)C(=O)Nc2ccccc2-c2ccccc2)cc1 (stereo not given)	x	24	x	2	-8	x	x
C[C@H](CO)N1C[C@H](C)[C@@H](CN(C)C(=O)Nc2ccc(C(F)(F)F)cc2)Oc2c(NC(=O)c3cnccn3)cccc2C1=O	11	6	1	-11	-11	u	3
COc1ccc(C(=O)NCc2nc3ccccc3[nH]2)cc1OC	5	-8	-2	10	1	7	2
COc1cc(OC)c2c(=O)cc(-c3cccnc3)oc2c1	6	-19	1	-8	-5	2	-1
O=C(COC(=O)c1ccc(Cl)nc1)Nc1nnc(-c2ccccc2)o1	2	-24	-3	-9	79*	-2	9
COCC(=O)NC[C@@H]1[C@H](c2ccc(-c3ccccc3)cc2)[C@@H](CO)N1C(C)=O	-10	25	12	7	-5	8	-1
COc1cccc2cc(C(=O)OCC(=O)NCc3ccc4c(c3)OCO4)c(=O)oc12	-118	-48	-3	-16	-3	-2	-2
C[C@H]1CN([C@@H](C)CO)C(=O)Cc2cc(NC(=O)Nc3cccc4ccccc34)ccc2O[C@H]1CN(C)C(=O)Nc1ccccc1	4	13	-1	11	-4	-5	0
O=C1CS/C(=N/N=C/c2ccccc2OS(=O)(=O)c2ccccc2)N1	x	-5	x	17	-4	x	x
Cc1cc(-c2ccc(S(=O)(=O)N(C)Cc3ccccc3)cc2)on1	-6	5	1	-6	x	1	0
Cc1ccc(-n2c(-c3ccc(Cl)cc3)n[nH]c2=S)c(C)c1	19	-16	-2	7	-1	3	7
CC(=O)Nc1ccc(NC2=C(Cl)C(=O)c3ccccc3C2=O)cc1	47	56*	-5	-6	x	-3	-1
O=C(NCC(=O)N1CCN(S(=O)(=O)c2ccc3c(c2)OCCO3)CC1)c1ccccc1Cl	6	-14	-3	-2	-20	0	-1

Just EWS-Fli block and DENV2 CPE rescue, for some of the entries so far:
SMILES,EWS-Fli block,DENV2 CPE rescue
N#Cc1ccc2nc(-c3ccc(CN4CCC(n5cc(-c6ccccc6)[nH]c5=O)CC4)cc3)c(-c3ccccc3)nc2c1,19,-1
C[C@@H]1CN([C@H](C)CO)C(=O)c2cc(NS(=O)(=O)c3ccc(F)cc3)ccc2O[C@@H](C)CCCCO[C@@H]1CN(C)S(=O)(=O)c1ccc(F)cc1,7,-4
C[C@@H]1CCCCO[C@H](CN(C)S(=O)(=O)c2ccc(Cl)cc2)[C@H](C)CN([C@@H](C)CO)C(=O)c2cc(NC(=O)CCCN(C)C)ccc2O1,-6,-1
COc1ccc2nc(N(CCN(C)C)C(=O)/C=C/c3cccs3)sc2c1,14,0

Going on with the list:
SMILES	EWS-Fli block	LGR2 antag	SIRT5 block	PAX8 inh HTS	ARNT TACC3 PPI	DENV2 CPE rescue	CASP6 VEID inh
COc1cc(Cl)c(C)cc1NC(=O)CN(C)Cc1cccc(OC)c1OC	-7	9	0	10	-3	-2	0
O=C(CS(=O)(=O)c1ccccc1)Nc1ccccn1	6	24	-6	-16	-3	2	0
Oc1ccc2c(c1)c1ccccc1c1ncccc21	-20	-8	1	20	14	-5	-2
COc1ccc(OCCCC(=O)Nc2cc(Cl)ccc2-n2cncn2)cc1	12	1	0	7	3	-4	0
COc1ccc(-c2ccc3oc(-c4ccsc4)cc(=O)c3c2)cc1F	-60	-25	-1	-113	9	-7	1
O=C(C1CC(=O)N(c2ccc3c(c2)OCCO3)C1)N1CCN(S(=O)(=O)c2ccc(F)cc2)CC1 (stereo not given)	7	-12	-4	3	-6	-4	1
CC(=O)C1=C(O)C(=O)N(CCC(=O)O)C1c1ccc(Cl)cc1Cl (stereo not given)	7	-7	1	x	-11	-2	0
COc1ccc(S(=O)(=O)CCC(=O)N2CCN(c3ccc(F)cc3)CC2)cc1	12	1	4	21	-2	5	0
C=CCCOc1ccccc1C(N)=O	11	3	1	20	-4	5	-2
O=C(c1ccc(Cl)cc1)N1CCC(c2nc(-c3cccs3)no2)CC1	1	10	-1	x	-7	7	-2
Cc1cccc(NC(=O)c2cnc3sccn3c2=O)c1C	-113	-56	-1	-168	x	11	1
CC(C)Oc1ccc(CN2CCC2(C)C(=O)Nc2ccc3c(c2)OCO3)cc1 (stereo not given)	3	18	-1	-14	x	3	3
Cc1nn(-c2ccccn2)c2c1C(=O)CC(C)(C)C2N=[N+]=[N-] (stereo not given)	-1	-7	x	8	-2	2	-1
C=CC1c2ccccc2/C=C(C(=O)OC)\C(C(=O)OC)=C/N1Cc1ccc(OC)cc1 (stereo not given)	20	x	-3	-13	16	-7	-1
COc1ccc(C(=O)OCCN2CCCCC2)cc1	0	-43	25*	-21	4	x	-4
Cc1cc(C)n2ncc(S(=O)(=O)c3ccccc3)c2n1	-6	17	-17	16	-3	-2	0
C[C@H]1CN([C@@H](C)CO)C(=O)c2ccccc2-c2ccccc2CO[C@H]1CN(C)C(=O)CCN(C)C	-9	0	-6	-26	-8	2	-1
CC(=O)c1ccc(S(=O)(=O)N(C)CC(=O)Nc2cc(C)on2)cc1	-10	-7	-1	-9	-5	u	10
O=C(CCN1N=C(c2ccccc2)CCC1=O)NCC1CCCO1 (stereo not given)	4	10	-2	-9	-4	4	-3
COC(=O)C1(C)NC(c2ccc(F)cc2)C2C(=O)N(c3ccc(C)cc3)C(=O)C21 (stereo not given)	-1	-4	8	-21	-3	0	8
COc1ccc(OC)c(NC(=S)N2CCc3ccccc3C2)c1	5	-7	-1	5	5	9	-4
COc1ccc(-c2cn3c(C)c(C(=O)N4CCN(c5ccc(F)cc5)CC4)sc3n2)cc1	-2	-17	12	-18	-1	11	-3
Cc1ccccc1NC(=O)C(NC1CCCCC1)C(C)C (stereo not given)	9	12	36*	-3	13	-2	-2
Cc1cccc(NC(=O)c2nc[nH]c2C(=O)N[C@@H](C)C(=O)OCc2ccccc2)c1	-4	1	-2	1	5	-17	2
CN(C(=O)CC1C(=O)NCCN1Cc1ccccc1C(F)(F)F)C1CCOCC1 (stereo not given)	x	2	32*	4	5	7	2

A few values from the entries so far.
COc1ccc(-c2ccc3oc(-c4ccsc4)cc(=O)c3c2)cc1F @ LGR2 antag: -25
O=C(CCN1N=C(c2ccccc2)CCC1=O)NCC1CCCO1 (stereo not given) @ ARNT TACC3 PPI: -4
COc1ccc2nc(N(CCN(C)C)C(=O)/C=C/c3cccs3)sc2c1 @ CASP6 VEID inh: 0
Cc1ccc(-n2c(-c3ccc(Cl)cc3)n[nH]c2=S)c(C)c1 @ ARNT TACC3 PPI: -1
COCC(=O)NC[C@@H]1[C@H](c2ccc(-c3ccccc3)cc2)[C@@H](CO)N1C(C)=O @ ARNT TACC3 PPI: -5
O=C(COC(=O)c1ccc(Cl)nc1)Nc1nnc(-c2ccccc2)o1 @ CASP6 VEID inh: 9
Cc1ccccc1NC(=O)C(NC1CCCCC1)C(C)C (stereo not given) @ LGR2 antag: 12

Continued.
SMILES	EWS-Fli block	LGR2 antag	SIRT5 block	PAX8 inh HTS	ARNT TACC3 PPI	DENV2 CPE rescue	CASP6 VEID inh
CCN(CC(=O)Nc1ccc2c(c1)OCCO2)CC(=O)Nc1ccccc1C(F)(F)F	-2	-1	-4	-3	-23	u	1
Cc1ccc(C(=O)Nc2c(C)n(C)n(-c3ccccc3)c2=O)cc1S(=O)(=O)N1CCCCC1	-4	-2	0	1	3	12	2
COC(=O)c1ccccc1N1CCS(=O)(=O)CC1	-4	2	-4	-1	-3	10	x
Cc1ccc(NCC(=O)N/N=C/c2cccc(Oc3ccccc3)c2)cc1	x	-5	x	14	11	x	x
CC(=O)NC[C@@H]1[C@H](c2ccccc2)[C@H](CO)N1C(=O)Cc1cccnc1	-7	-5	1	-1	2	-5	3
O=C(COC(=O)/C=C/c1cccc(C(F)(F)F)c1)NC(=O)NCc1ccco1	7	-6	-4	-1	-6	u	-2
O=c1[nH]c(CSc2ccccc2)nc2c1oc1ccccc12	-5	-16	-2	18	-17	3	1
C[C@H]1CN([C@@H](C)CO)C(=O)c2cc(NS(=O)(=O)c3ccc(F)cc3)ccc2O[C@H]1CN(C)Cc1ccc(Cl)c(Cl)c1	4	-8	0	-13	18	-4	3
CC(C)c1ccccc1	-1	1	x	x	x	-8	-3
Cc1ccc(NC(=O)N2CCOCC2)cc1NC(=O)N1CCOCC1	-2	-15	x	6	x	13	-3
CO[C@H]1CC[C@@H]2CCOc3c(C#N)cccc3C(=O)N(C)C[C@@H](C)C(=O)N(C)C[C@@H]1O2	3	1	0	12	0	1	0
O=C(Nc1ccc(Cl)c(S(=O)(=O)N2CCCCC2)c1)C1=COCCO1	1	5	3	2	x	-11	1
C[C@@H]1CN([C@H](C)CO)C(=O)c2cccc(NC(=O)Nc3ccc(F)cc3)c2O[C@@H]1CN(C)S(=O)(=O)c1ccc(Cl)cc1	31	35	-36	21	20	1	1
Cc1cc(C(=O)Nc2cccc3c2O[C@@H](CN(C)CC2CC2)[C@@H](C)CN([C@@H](C)CO)C3=O)n(C)n1	5	2	1	x	-6	5	-3
COc1ccc(NC(=O)N(C)C[C@@H]2OCCCC[C@@H](C)Oc3ccc(NS(=O)(=O)c4cn(C)cn4)cc3C(=O)N([C@H](C)CO)C[C@H]2C)cc1	0	7	2	-19	6	2	-3
COc1ccc(C(=O)Nc2cc(C)on2)cc1S(=O)(=O)N1CC(c2ccccc2)CC1=O (stereo not given)	-3	-28	-5	-5	3	8	-2

3 compounds out of the list above, ordered by their value in DENV2 CPE rescue, smallest number first:
SMILES	DENV2 CPE rescue
O=C(Nc1ccc(Cl)c(S(=O)(=O)N2CCCCC2)c1)C1=COCCO1	-11
CC(=O)NC[C@@H]1[C@H](c2ccccc2)[C@H](CO)N1C(=O)Cc1cccnc1	-5
COc1ccc(NC(=O)N(C)C[C@@H]2OCCCC[C@@H](C)Oc3ccc(NS(=O)(=O)c4cn(C)cn4)cc3C(=O)N([C@H](C)CO)C[C@H]2C)cc1	2
